# CBFb RUNX1 block: qHTS Assay for Compounds Blocking the Interaction Between CBF-beta and RUNX1 for the Treatment of Acute Myeloid Leukemia | Runt-related transcription factor 1 (Homo sapiens) + Core-binding factor subunit beta … | AlphaScreen CBFb-His/RUNX1-biotin binding, biochemical | Potency, µM (top dose mostly 59.8 µM), without a hit: at the highest dose activity, negative = inhibition, actives largely listed as inhibitors | 230,000 tested, under 10 active | AID 1477, 2009; also: % of control where 0% means no effect
#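 CBFb-His/RUNX1-biotin, 30 nM each, preincubated 20 min RT; compound 15 min RT; Ni + streptavidin beads 50 ng each, 90 min RT; AlphaScreen read.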
# Tau fluor counter: Counterscreen qHTS for Inhibitors of Tau Fibril Formation, Fluorescence Polarization; 280,000 compounds, 0.93% hits; Potency, µM (top dose mostly 57.7 µM), without a hit: at the highest dose activity change, negative = decrease; tau K18 P301L (four-repeat tau fragment) Alexa594 fluorescence, heparin fibrillization; also: potency is read from the fitted curve at half-maximal effect; % is scaled to controls: 0 for no effect and ±100 for the full control effect; nearly all actives have a fitted effect of over 55% in size
#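 Human K18 P301L tau (15 uM unlabeled plus 0.24 uM Alexa 594-labeled, final) in 100 mM sodium acetate pH 7 was mixed with compound and 20 uM heparin and incubated 6 hr at 37 C.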
# aGal spleen mod: qHTS Assay for Inhibitors and Activators of Human alpha-Galactosidase From Spleen Homogenate | Alpha-galactosidase A (Homo sapiens), P06280 | human spleen homogenate, 4MU-alpha-Gal fluorescence, 40 min | Potency, µM (top dose mostly 80 µM), for the others: top-dose activity change, negative = inhibition, usual class: inhibitors | 240,000 compounds, 0.008% hits | AID 2107, 2009;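 also: potency is read from the fitted curve at half-maximal effect; 0% = enzyme with vehicle and -100% = no enzyme basal signal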
# Target sequence (P06280 32-429 limits assumed): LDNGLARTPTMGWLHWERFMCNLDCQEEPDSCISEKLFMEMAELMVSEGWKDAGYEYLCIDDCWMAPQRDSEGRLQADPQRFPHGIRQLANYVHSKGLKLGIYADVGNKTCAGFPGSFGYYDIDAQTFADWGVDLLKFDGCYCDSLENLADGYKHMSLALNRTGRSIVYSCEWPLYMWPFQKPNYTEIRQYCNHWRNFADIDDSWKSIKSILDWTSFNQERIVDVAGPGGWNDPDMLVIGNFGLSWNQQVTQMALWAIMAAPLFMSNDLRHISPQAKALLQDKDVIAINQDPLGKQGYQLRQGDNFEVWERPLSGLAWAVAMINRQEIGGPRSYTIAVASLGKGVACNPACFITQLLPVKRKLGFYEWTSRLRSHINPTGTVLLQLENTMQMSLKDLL
#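 qHTS titration in buffer at pH 5.0. Alpha-galactosidase activity in spleen homogenate was measured via 4-methylumbelliferone release from 1 mM fluorogenic substrate after 40 min at 37C and a pH 10 stop. AC50 came from Hill fits of control-normalized data.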
# TRb SRC2 PPI: qHTS for Inhibitors of the Interaction of Thyroid Hormone Receptor and Steroid Receptor Coregulator 2; Thyroid hormone receptor beta (Homo sapiens), P10828; TRbeta-SRC2 peptide binding, fluorescence polarization; receptor liganded with 1 µM T3; Potency, µM (top dose mostly 106 µM), without a hit: at the top dose activity change, negative = inhibition, most hits filed as inhibitors; 280,000 compounds, 0.065% hits; AID 1469, 2008;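 also: potency is read from the fitted curve at half-maximal effect; plate controls were bound peptide for no effect and peptide without receptor for full effect; nearly all actives have a fitted effect of over 50% in size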
# Target sequence (P10828 whole entry, looked up): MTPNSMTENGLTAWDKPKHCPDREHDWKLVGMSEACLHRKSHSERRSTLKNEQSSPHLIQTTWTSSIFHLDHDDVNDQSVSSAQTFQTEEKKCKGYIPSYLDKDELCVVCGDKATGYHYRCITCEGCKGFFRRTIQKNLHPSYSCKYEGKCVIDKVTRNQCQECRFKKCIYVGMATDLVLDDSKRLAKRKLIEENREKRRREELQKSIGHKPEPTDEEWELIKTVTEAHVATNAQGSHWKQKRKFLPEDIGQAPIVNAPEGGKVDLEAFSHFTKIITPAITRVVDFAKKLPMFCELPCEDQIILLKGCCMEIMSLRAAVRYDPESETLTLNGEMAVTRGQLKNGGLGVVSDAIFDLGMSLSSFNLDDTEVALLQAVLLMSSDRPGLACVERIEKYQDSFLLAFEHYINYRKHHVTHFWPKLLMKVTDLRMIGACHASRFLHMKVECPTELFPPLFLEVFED
#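 Decrease in fluorescence polarization of 20 nM Texas Red SRC2 coactivator peptide flagged inhibition of its binding to 0.6 uM TRb LBD; 1 uM T3 included, incubation 5 hr, ex 555/em 632 nm.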
# NPSR antag: qHTS Assay for Antagonists of the Neuropeptide S Receptor: cAMP Signal Transduction | Q6W5P4 | CHO-NPSR cells, cAMP TR-FRET, antagonist mode | Potency, µM (titrated, usually from 38.3 µM), for the others: at the highest dose activity change, negative = inhibition, hits mostly inhibitors | 220,000 compounds, 1% hits | AID 1461, 2008; also: potency is read from the fitted curve at half-maximal effect; % is scaled to controls: 0 for no effect and ±100 for the full control effect; nearly all actives have a fitted effect of over 50% in size; many of its hits are not listed in these tables
# Tau fibril FP: qHTS for Inhibitors of Tau Fibril Formation, Fluorescence Polarization | Microtubule-associated protein tau (Homo sapiens), P10636 | 280,000 compounds, 0.39% hits | Potency, µM (series often up to 57.7 µM), without a hit: at the highest dose activity, negative = inhibition, most hits filed as inhibitors | AID 1468, 2008 | K18 P301L tau heparin fibrillization, Alexa594 FP, 6 h; also: potency is read from the fitted curve at half-maximal effect; % is scaled to controls: 0 for no effect and ±100 for the full control effect; nearly all actives have a fitted effect of over 55% in size
# Target sequence (P10636 561-689 P618L limits assumed): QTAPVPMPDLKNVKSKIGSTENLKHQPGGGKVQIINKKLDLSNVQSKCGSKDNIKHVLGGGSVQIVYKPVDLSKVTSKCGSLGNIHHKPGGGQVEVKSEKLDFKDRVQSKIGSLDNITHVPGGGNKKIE
#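 Human tau K18 […] P301L fragment, 15 uM unlabeled plus 0.24 uM Alexa 594-labeled tau (final), with compound and 20 uM heparin in 100 mM sodium acetate pH 7; 6 hr at 37 C, then Alexa 594 FP read.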
# TR SRC2 fluor cs: Total Fluorescence Counterscreen for Inhibitors of the Interaction of Thyroid Hormone Receptor and Steroid Receptor Coregulator 2; TRb/SRC2 Texas Red total fluorescence interference; Potency, µM (top dose mostly 106 µM), without a hit: top-dose fluorescence change, negative = quenching; 280,000 compounds, 0.29% hits; AID 1479, 2009; active = well fitted curve in either direction with a large enough effect; inconclusive = small, poorly fitted or top-dose-only effect; also: potency is read from the fitted curve at half-maximal effect; % is scaled to controls: 0 for no effect and ±100 for the full control effect
#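 Flags fluorescent or light-absorbing compounds by total fluorescence, S + 2P, at 555 nm excitation and 632 nm emission. Mixture: 20 nM Texas Red SRC2 peptide, 0.6 uM human TRb LBD, 1 uM T3, 5% DMSO; compound exposure 5 h at ambient temperature.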
# Epigenetic reg: Quantitative High-Throughput Screen for Regulators of Epigenetic Control | AID 1865, 2009 | Potency, µM (highest dose often 53.9 µM), for inactives: at the top dose GFP activation, usual class: activators | 280,000 compounds, 0.2% hits | murine LDR cells, GFP reporter derepression, 30 h; also: potency is read from the fitted curve at half-maximal effect; % of control where 0% means no effect; nearly all actives have a fitted effect of over 60% in size
#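 In this reporter-derepression format, murine cells bearing a silenced integrated CMV-GFP locus incubate with test compound (30 h, 37 C), then are washed and imaged; fluorescent objects of 20–120 um count as induced cells.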
# An asterisk follows results filed as active; u = inconclusive; x = not tested or not shown; & = joins results of further samples; [ ] = dose if it differs, or a comment. Unless noted, calls follow the shape of the dose curve; as a rule, active = well fitted curve in the direction sought with a large enough effect; inconclusive = small, poorly fitted or top-dose-only effect, or another doubt; inactive = no such curve, though single readings can be large; an effect the other way counts as inactive or inconclusive. An excerpt; rates above refer to the full screens.
# The opening ten compounds, ahead of the listing:
SMILES,CBFb RUNX1 block,Tau fluor counter,aGal spleen mod,TRb SRC2 PPI,NPSR antag,Tau fibril FP,TR SRC2 fluor cs,Epigenetic reg
Cc1noc(C)c1S(=O)(=O)N1CCC2(CC1)OCCO2,-1%,10%,-1%,-9%,-2%[46.1 µM],5%,-2%,-1.1%
c1ccc(-c2nc(NC3CC3)nc(-n3ccnc3)n2)cc1,1%,-12%,3%,-9%,-7%[46.1 µM],-7%,0%,4.3%
Cc1ccccc1OCCCC(=O)Nc1ccccc1C(F)(F)F,-1%,-8%,2%,-7%,-12%[46.1 µM],-9%,3%,-1.1%
CN(C)c1ccc(/C=N/NC(=O)c2cccc(C(=O)N/N=C/c3ccc(N(C)C)cc3)n2)cc1,2%,-3%,1%,1%,-6%,11%,-1%,2.1%
O=C(NCCNc1nccc(C(F)(F)F)n1)c1cccc(C(F)(F)F)c1,10%,-9%,11%,6%,2%,-7%,-2%,0.7%
COc1cccc(CC2(CO)CCCN(Cc3cc4ccccc4[nH]3)C2)c1 (stereo not given),0%,-19%,-6%,3%,59%,-6%,2%,-1.2%
COc1ccccc1NC(=O)c1c(NC(=O)COc2ccccc2)sc2c1CCCCC2,x,-11%,x,14%,x,-7%,-4%,-0.1%
O=c1oc2ccccc2c2c1nnn2CCO,7%,-5%,5%,-1%,0%,1%,-1%,-7.2%
Cc1cc(C)n2nc(C(=O)Nc3nnc(C4CC4)s3)nc2n1,5%,-6%,2%,-3%,-6%[46.1 µM],-9%,1%,0.0%
CN(C(=O)COC(=O)CNC(=O)C12CC3CC(CC(C3)C1)C2)C1CCS(=O)(=O)C1 (stereo not given),-2%,0%,-6%,-5%[53 µM],16%,-8%,-2%[53 µM],-1.3%

# The list itself, repeating the preview:
SMILES,CBFb RUNX1 block,Tau fluor counter,aGal spleen mod,TRb SRC2 PPI,NPSR antag,Tau fibril FP,TR SRC2 fluor cs,Epigenetic reg
Cc1noc(C)c1S(=O)(=O)N1CCC2(CC1)OCCO2,-1%,10%,-1%,-9%,-2%[46.1 µM],5%,-2%,-1.1%
c1ccc(-c2nc(NC3CC3)nc(-n3ccnc3)n2)cc1,1%,-12%,3%,-9%,-7%[46.1 µM],-7%,0%,4.3%
Cc1ccccc1OCCCC(=O)Nc1ccccc1C(F)(F)F,-1%,-8%,2%,-7%,-12%[46.1 µM],-9%,3%,-1.1%
CN(C)c1ccc(/C=N/NC(=O)c2cccc(C(=O)N/N=C/c3ccc(N(C)C)cc3)n2)cc1,2%,-3%,1%,1%,-6%,11%,-1%,2.1%
O=C(NCCNc1nccc(C(F)(F)F)n1)c1cccc(C(F)(F)F)c1,10%,-9%,11%,6%,2%,-7%,-2%,0.7%
COc1cccc(CC2(CO)CCCN(Cc3cc4ccccc4[nH]3)C2)c1 (stereo not given),0%,-19%,-6%,3%,59%,-6%,2%,-1.2%
COc1ccccc1NC(=O)c1c(NC(=O)COc2ccccc2)sc2c1CCCCC2,x,-11%,x,14%,x,-7%,-4%,-0.1%
O=c1oc2ccccc2c2c1nnn2CCO,7%,-5%,5%,-1%,0%,1%,-1%,-7.2%
Cc1cc(C)n2nc(C(=O)Nc3nnc(C4CC4)s3)nc2n1,5%,-6%,2%,-3%,-6%[46.1 µM],-9%,1%,0.0%
CN(C(=O)COC(=O)CNC(=O)C12CC3CC(CC(C3)C1)C2)C1CCS(=O)(=O)C1 (stereo not given),-2%,0%,-6%,-5%[53 µM],16%,-8%,-2%[53 µM],-1.3%
Cc1onc(-c2ccccc2Cl)c1C(=O)Nc1nnc(Cc2ccc(Cl)cc2)s1,-12%,-20%,1%,0%,-9%[46.1 µM],2%,0%,0.0%
Cc1nn(CC(=O)NCc2cccc(F)c2)c(=O)c2c(C)n(-c3ccc(Cl)cc3)nc12,x,-12%,x,3%,x,-2%,-2%,-3.0%
N#C/C(=C\c1cc(Cl)cc(Cl)c1)c1cccnc1,-2%&1%,-12%&1%,-2%&1%,8%&1%,x,u,-1%&-3%,0.0%&1.9%
COC(=O)c1c(SCC(=O)Nc2ccccc2OC)[nH]c2ccccc2c1=O,x,u,x,15%,x,4%,2%,-3.7%
CCC(=O)Nc1cccc(-c2cnc3ccccc3n2)c1,-1%,-16%,7%,8%,-14%[46.1 µM],-2%,-1%,-2.0%
CC1CCN(S(=O)(=O)c2ccc3c(ccc(=O)n3CC(=O)Nc3cccc(F)c3)c2)CC1,x,-24%,x,-9%,x,u,-1%,5.6%
CCOC(=O)/C(C#N)=C/c1c(N2CCN(Cc3ccc4c(c3)OCO4)CC2)nc2c(C)cccn2c1=O,u,-14%,1%,-1%,u,3%,0%,-0.8%
O=C(CCNS(=O)(=O)c1cccc2nsnc12)NCCC1=CCCCC1,-3%,-1%,2%,-3%,-19%[46.1 µM],0%,0%,0.0%
CCN(C(=O)CSc1nc2ccccc2nc1Cc1ccc(F)cc1)c1cccc(C)c1,x,-4%,x,1%,x,-4%,-1%,-3.4%
O=C([C@H](O)c1ccccc1)N1CCC[C@H]1CO,-3%,6%,-16%,-1%,0%,5%,-2%,2.6%
CCOc1ccc(NC(=O)CC2C(=O)OCCN2CC)cc1 (stereo not given),x,-15%,x,-4%,x,-3%,-3%,-1.1%
Cc1ccc(-n2c3c(c(=O)[nH]c2=O)C(NC(=O)c2ccccc2C)(C(F)(F)F)C(=O)N3)cc1 (stereo not given),x,3%,x,-5%,x,3%,4%,1.0%
NCCCC(N)CC(=O)NCC1NC(=O)C(CO)NC(=O)C(N)CNC(=O)C(C2CCN=C(N)N2)NC(=O)/C(=C\NC(N)=O)NC1=O (stereo not given),18%,-4%,1%,10%,x,1%,-2%,0.0%
COc1ccc(OC2C=CC(C#Cc3ccc(F)cc3F)OC2CO)cc1 (stereo not given),24%&2%[13.1 µM],-13%&-13%[11.6 µM],6%&1%[17.5 µM],6%&6%[11.2 µM],x,-2%&4%[11.6 µM],-1%&-2%[11.2 µM],0.8%&1.1%[10.1 µM]
Cc1cnc(CNc2ccnc(-c3ccc(N(C)C)cc3)n2)cn1,x,-13%,-19%,-3%,x,6%,-1%,-2.2%

# Carrying on:
SMILES,CBFb RUNX1 block,Tau fluor counter,aGal spleen mod,TRb SRC2 PPI,NPSR antag,Tau fibril FP,TR SRC2 fluor cs,Epigenetic reg
CC(=O)Nc1nnc(SCC(=O)N2CCN(Cc3ccccc3)CC2)s1,8%,-7%,-6%,1%,-18%[46.1 µM],3%,-1%,9.1%
O=c1c2ccc([N+](=O)[O-])c3cccc(c32)c2nc3ccccc3n12,2%,-4%,3%,6%,-7%[46.1 µM],-3%,-2%,4.7%
Cc1cnn(CCC(=O)NNC(=S)Nc2ccccc2)c1,7%,-9%,-5%,8%,-8%[46.1 µM],-3%,-1%,-1.1%
CC(C)(C)c1ccc(S(=O)(=O)N2CCC(c3ccncc3)CC2)cc1,x,-2%,x,3%,x,-8%,-32%,-1.6%
CSC1=NCCN1C(=O)C(C)Oc1ccccc1 (stereo not given),13%,6%,-2%,-7%,-5%[46.1 µM],-7%,3%,-0.8%
Fc1ccccc1NC(=S)Nc1ccc(Br)cc1,5%,u,-6%,-3%,7%[46.1 µM],u,1%,0.0%
Cc1cc(NS(=O)(=O)c2ccc(NC(=O)COc3ccccc3Br)cc2)no1,x,-11%,x,2%,x,u,-13%,-0.1%
Cc1ccc(C(=O)N/N=C/c2ccc(-c3ccccc3[N+](=O)[O-])o2)cn1,-2%,4%,4%,u,-18%,6%,32µM*[quencher],0.0%
COc1ccc(CCNC(=O)CSc2nnnn2-c2ccccc2OC)cc1OC,4%,-10%,1%,4%,-18%[46.1 µM],0%,1%,0.8%
CC(C)(C)c1ccc(S(=O)(=O)NCC(=O)Nc2sc3c(c2C(N)=O)CCCC3)cc1,-6%,-25%,-4%,-1%,-19%[46.1 µM],-15%,-3%,-0.7%
CC(C)CC1C2C(=O)N(c3ccccc3)C(=O)C2ON1c1ccccc1 (stereo not given),9%,-22%,10%,4%,-10%,-6%,-3%,0.1%
COc1ccc(C(=S)N2CCN(C)CC2)cc1Br,0%,0%,0%,-6%,-15%[46.1 µM],-4%,-3%,-1.2%
Cc1ccccc1N1CCN(CCCOc2ccc3c(C)cc(=O)oc3c2)CC1,4%,-20%,-3%,-6%,-5%[46.1 µM],-12%,0%,0.1%
CCc1ccc2oc(-c3cc(NC(=O)c4cccs4)ccc3Cl)nc2c1,x,u,x,8%,x,13µM*,1%,-0.2%
COc1ccc(-c2cc(C(=O)Nc3nc4c(C)cccc4s3)c3ccccc3n2)cc1OC,-3%,-24%,-4%,5%,-8%[46.1 µM],-22%,-6%,1.9%
CC1(C)Cc2ccccc2C(NNC(=O)c2ccccn2)=N1,u,-3%,-10%,-17%,-13%[46.1 µM],4%,4%,u
COc1cccc2sc(NNC(=O)COc3ccccc3)nc12,0%,-3%,4%,1%,7%,0%,1%,-3.1%
O=[N+]([O-])c1ccccc1OCC(O)CNC1CCCC1 (stereo not given),3%,5%,-8%,2%,7%,-2%,0%,-2.6%
CC(C)N(C(=O)COC(=O)c1ccccc1C(=O)N1CCN(c2ccc(F)cc2)CC1)C(C)C,3%,1%,5%,-9%,-4%[46.1 µM],1%,-3%,-1.5%
